M. tuberculosis GlmU = inhibition of mycobacterial GlmU enzyme – biochemical, glucosamine-1-phosphate acetyltransferase (AID 1376) | M. tuberculosis GlmU acetyltransferase enzyme assay; higher % means a stronger effect | inhibition, %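 (tested at 30 µM in the primary screen)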, or IC50 in µM where a hit was titrated | 220,000 compounds, 0.25% hits; in the data active = inhibition above about 13%; inconclusive = no clear call, values can overlap the other calls;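 also: 0% = complete reaction with vehicle and 100% = reaction without substrate; strong numbers were not always called active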
RmlCD inh 1536 = blocks M. tuberculosis RmlC and RmlD coupled enzymes; P9WH09+P9WH11; RmlC+RmlD coupled enzyme assay, percent inhibition; primary screen in compound mixtures; inhibition, % at 3.6 µM; 160,000 compounds, 0.03% hits; AID 1533; in the data active = inhibition mostly above about 34%, no sharp cut-off; inconclusive = no clear call, values can overlap the other calls; inactive = mostly below about 22%; also: some results filed as inactive read as strong as hits
Target sequence (P9WH09 whole entry, looked up): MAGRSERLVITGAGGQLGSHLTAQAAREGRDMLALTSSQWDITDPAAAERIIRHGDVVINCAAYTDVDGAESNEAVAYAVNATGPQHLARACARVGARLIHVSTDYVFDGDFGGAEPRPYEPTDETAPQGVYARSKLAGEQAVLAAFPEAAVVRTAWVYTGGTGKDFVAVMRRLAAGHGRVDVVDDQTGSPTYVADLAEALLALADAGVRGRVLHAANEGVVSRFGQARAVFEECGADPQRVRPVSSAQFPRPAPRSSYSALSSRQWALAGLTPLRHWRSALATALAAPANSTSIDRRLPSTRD
Target sequence (P9WH11 whole entry, looked up): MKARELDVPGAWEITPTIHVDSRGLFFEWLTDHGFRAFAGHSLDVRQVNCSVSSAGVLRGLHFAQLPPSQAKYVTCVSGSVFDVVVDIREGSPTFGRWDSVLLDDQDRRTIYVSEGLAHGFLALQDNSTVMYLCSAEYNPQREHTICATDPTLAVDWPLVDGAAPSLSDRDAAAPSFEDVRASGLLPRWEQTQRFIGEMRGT
* = called active by the depositor; ? = inconclusive; . = not tested or not shown. An excerpt; count on the stated rates, not on these rows.

cpd	SMILES	RmlCD inh 1536	M. tuberculosis GlmU
1	COc1ccc(Cc2nc(-c3ccccn3)no2)cc1	-2	4.5%
2	CCOC(=O)c1ccc(NC(=O)c2nn(C)cc2Br)cc1	-3	6.3%
3	O=S(=O)(Nc1ccc2c(c1)OCO2)c1ccccc1	.	7.0%
4	CC(=O)Nc1cccc(/C(C)=N\NC(=O)c2ccc(Cn3nc([N+](=O)[O-])c(Cl)c3C)o2)c1	7	5.2%
5	OC(COCc1cccs1)CN1CCN(c2ccccc2Cl)CC1 (stereo unspecified)	-6	-0.1%
6	COc1ccccc1C(=O)n1nc(-c2ccccc2)nc1N	0	0.6%
7	COc1ccc(NC(=O)c2ccc(-n3nc(C)c[n+]3[O-])cc2)cc1	97	0.7%
8	Cc1oc2ccc(OCc3ccc(Cl)cc3)cc2c1C(=O)O	8	3.9%
9	O=C(COC(=O)c1ccc(Cl)c(Cl)c1)Nc1cccnc1Cl	4	3.1%
10	CCn1c(=O)cc(OCC(=O)Nc2ccc(Cl)cn2)c2ccccc21	.	-1.2%
11	O=C(c1ccco1)N1CCN(C(=O)C2CCCc3c2[nH]c2ccc(Cl)cc32)CC1 (stereo unspecified)	7	0.8%
12	CN(C)c1ccc(/C=C(\C#N)c2ccccc2)cc1	.	-0.2%
13	Cc1ccc(Nc2nc(N)nc(CSC(=S)N3CCOCC3)n2)cc1	-12	3.5%
14	Cc1nnc(NC(=O)CSc2nnc(-c3ccc(S(=O)(=O)N4CCCC4)cc3)n2C)s1	11	3.2%
15	O=S(=O)(Nc1cccnc1Cl)c1ccc2c(c1)OCCO2	7	6.1%
16	COC(=O)C1=C(C)NC(C)=C(C(=O)OC)C1c1ccco1	13	5.8%
17	Cc1cc(NCC(C)C)n2ncnc2n1	6	-8.2%
18	Fc1ccc(NC(=S)Nc2ccc(F)c(Cl)c2)cc1Cl	-4	-3.3%
19	Cc1ccc(NC(NC(=O)c2ccccc2[N+](=O)[O-])C(Cl)(Cl)Cl)cc1 (stereo unspecified)	2	6.0%
20	O=C(COc1cccc(F)c1)Nc1ccc2[nH]c(=O)[nH]c2c1	-8	2.0%

Another view of three compounds above:
The line under a structure holds: RmlCD inh 1536, M. tuberculosis GlmU
[2] CCOC(=O)c1ccc(NC(=O)c2nn(C)cc2Br)cc1
    -3, 6.3%
[3] O=S(=O)(Nc1ccc2c(c1)OCO2)c1ccccc1
    ., 7.0%
[4] CC(=O)Nc1cccc(/C(C)=N\NC(=O)c2ccc(Cn3nc([N+](=O)[O-])c(Cl)c3C)o2)c1
    7, 5.2%

Additional records follow.
cpd	SMILES	RmlCD inh 1536	M. tuberculosis GlmU
21	COc1ccc(C)cc1S(=O)(=O)N1CCCCC1	6	-4.2%
22	CSc1cccc(NC(=O)C2CCCN2S(=O)(=O)c2ccc3c(c2)CCC(=O)N3)c1 (stereo unspecified)	.	-5.8%
23	CCOC(=O)c1cc(-c2ccccc2)sc1NC(=O)C(C)(C)C	-12	1.7%
24	Nc1c(C(=O)c2ccc(F)cc2)oc2ccccc12	4	1.7%
25	O=C(O)c1ccc2c(c1)[C@@H]1C=CC[C@@H]1[C@H](c1ccccn1)N2	.	4.7%
26	Cc1ccc(C(=O)c2cc3ccccc3o2)cc1[N+](=O)[O-]	-6	0.6%
27	COCCNC(=O)CN1CCC(NC(=O)c2ccco2)CC1	-3	-4.1%
28	CC1CCN(c2oc(-c3ccccc3F)nc2C#N)CC1	.	-2.9%
29	COc1ccc(C(=O)Oc2ccc[nH]c2=O)cc1	8	-2.3%
30	COc1ccc(Cl)cc1NC(=O)NCCCl	9	-0.4%
31	Cn1c2c(c(=O)n(C)c1=O)[C@@]1(C(=O)Nc3ccccc31)C(C#N)=C(N)O2	-4	0.5%
32	CSc1cnn(Cc2ccccc2)c(=O)c1SCc1ccccc1	-8	-2.3%
33	CC1CN(S(=O)(=O)c2ccc(NC(=O)c3cc(-c4ccccc4O)n[nH]3)cc2)CC(C)O1 (stereo unspecified)	10	0.1%
34	Cc1cccc(C(=O)c2c(N)sc3c2CCCC3)c1	-6	-2.6%
35	O=C(COc1nnc2ccccn12)N1CCN(S(=O)(=O)c2ccccc2)CC1	.	-3.0%
36	CCOC(=O)C1C(=O)NC(C)C1c1ccccc1 (stereo unspecified)	8	-3.1%
37	COc1ccc(Cl)cc1-c1n[nH]c(=S)n1C1CCCCC1	.	-0.5%
38	Cc1ccc(OCC(=O)N/N=C/C=C/c2ccco2)cc1C	-3	-0.5%
39	C=CCOc1ccc2c(c1)C(=NO)c1cc(OCC=C)ccc1-2	1	2.0%
40	COc1ccc(C2(CNC(=O)Cc3ccc(OC)c(OC)c3)CCCC2)cc1	.	6.3%
41	O=C(CN1C(=O)c2ccccc2S1(=O)=O)NCc1ccccc1Cl	.	2.5%
42	O=C(Nc1ccccc1F)Nc1ccccc1F	7	4.4%
43	CC(=O)Nc1cccc(C(=O)N/N=C/c2cccnc2)c1	-10	-1.4%
44	O=C(N/N=C/c1ccc([N+](=O)[O-])o1)c1cc2ccccc2o1	-7	-3.2%
45	Cc1cccc(NC(=O)NC2CC3CCC(C2)N3Cc2ccco2)c1 (stereo unspecified)	.	1.5%
46	CCCCCSc1nnc(-c2cc(Br)ccc2N)c(=O)[nH]1	.	3.8%
47	CN(C)c1nc(-c2cccs2)cc(C(F)(F)F)c1C#N	3	-2.8%
48	O=C(NCCCc1ccccc1)C1CCC(CNc2c(N3CCCCC3)c(=O)c2=O)CC1 (stereo unspecified)	13	-6.5%
49	FC(F)(F)c1cc(-c2cccs2)nc(-n2cc(Cl)cn2)n1	4	-5.0%
50	Cc1nc2ccc(NC(=S)N3CCC(C)CC3)cc2nc1C	12	-1.9%
51	O=C1C=C(O)c2cccc(O)c2C1=O	.	-3.2%
52	CCOc1ccc(-c2csc(Cn3c(CN4CCN(C)CC4)nc4ccccc4c3=O)n2)cc1	21	-2.9%
53	Cc1cc2ccccc2n2c(SCC(=O)Nc3ccc(S(=O)(=O)N4CCC(C)CC4)cc3)nnc12	-11	2.6%
54	Cc1ccc2c(c1)c1c(n2CC(O)Cn2nc(C)c(Br)c2C)C(=O)CCC1 (stereo unspecified)	6	-0.2%
55	CCC(CC)=NNc1ccc(S(N)(=O)=O)cc1[N+](=O)[O-]	21	-0.3%
56	S=C(NCC1CCCO1)N1CCN(c2ccc(Cl)c(Cl)c2)CC1 (stereo unspecified)	-13	-4.5%
57	CN(C)c1ccc(-[n+]2c(-c3ccccc3)cc(-c3ccccc3)cc2-c2ccccc2)cc1	-3	-5.2%
58	Cc1ccc(N(C(=O)Cn2nnc3ccccc32)C(C(=O)NCc2ccco2)c2cccnc2)cc1 (stereo unspecified)	.	6.9%
59	CCOC(=O)N1CCN(C(=S)Nc2cc(S(=O)(=O)N3CCOCC3)ccc2Cl)CC1	-12	3.9%
60	CCc1sc(C(=O)NCCc2ccc(S(N)(=O)=O)cc2)cc1Br	10	1.0%
61	O=C(Cn1nnc2ccccc21)N/N=C\C=C\c1ccccc1	?	2.7%
62	CCCCN1C(=O)C(O)=C(C(C)=O)C1c1ccc(OC)cc1OC (stereo unspecified)	7	-4.5%
63	CCOC(=O)c1cnc2c(C)cccc2c1NCc1ccco1	.	2.1%
64	N#Cc1nc(-c2ccccc2Cl)oc1N1CCCCC1	9	1.6%
65	COc1cc(NC(=O)c2ccccc2[N+](=O)[O-])ccc1NC(=O)C(C)C	3	-6.7%
66	COc1cccc(NC(=O)N2CCCC2C(=O)NC(C)C)c1 (stereo unspecified)	.	-0.6%
67	Clc1ccccc1CNc1ncnc2nc[nH]c12	.	3.4%
68	CCc1ccc(-n2c(C)cc(/C=N/NC(=O)OC)c2C)cc1	-9	0.1%
69	Cc1noc2ncnc(Sc3ccc(Cl)cc3)c12	1	7.9%
70	O=C(CSc1ncccn1)NN=C1CCCCCCC1	-5	-3.5%
71	CCSC1=C(C#N)C(c2ccc(C)s2)CC(=O)N1 (stereo unspecified)	.	-0.4%
72	Cn1cccc1CC(=O)NNC(=S)Nc1ccc(Cl)cc1	-10	7.7%
73	S=C(NCc1ccco1)N1CCN(c2nc(-c3ccc(Cl)cc3)cs2)CC1	1	5.4%
74	O=C(Cc1ccccc1Cl)N1CCN(c2ccccn2)CC1	-5	0.7%
75	CN(C)/C=C(\c1cnc(Cl)s1)S(=O)(=O)c1ccccc1	0	-1.6%
76	O=C(Nc1ncc(Cc2cccc(Cl)c2Cl)s1)c1ccc([N+](=O)[O-])cc1	15	3.3%
77	CCSc1nnc2nc3[nH]c4c(C)cccc4c3nn12	6	0.1%
78	Cc1ccccc1C(=O)Nc1nnc(CC(=O)N/N=C/c2ccco2)s1	.	-0.9%
79	CCCCOc1ccc(-c2c(C#N)c(N)nc(SCC(N)=O)c2C#N)cc1	4	-0.3%
80	CCCc1cc(=O)n2[nH]c(NCc3ccc(OC)cc3)nc2n1	-6	-3.1%

A second format for some results above.
75	CN(C)/C=C(\c1cnc(Cl)s1)S(=O)(=O)c1ccccc1
  RmlCD inh 1536: 0
  M. tuberculosis GlmU: -1.6%
79	CCCCOc1ccc(-c2c(C#N)c(N)nc(SCC(N)=O)c2C#N)cc1
  RmlCD inh 1536: 4
  M. tuberculosis GlmU: -0.3%
56	S=C(NCC1CCCO1)N1CCN(c2ccc(Cl)c(Cl)c2)CC1 (stereo unspecified)
  RmlCD inh 1536: -13
  M. tuberculosis GlmU: -4.5%
27	COCCNC(=O)CN1CCC(NC(=O)c2ccco2)CC1
  RmlCD inh 1536: -3
  M. tuberculosis GlmU: -4.1%

(next part)
cpd	SMILES	RmlCD inh 1536	M. tuberculosis GlmU
81	N#Cc1cc2c(=O)n3ccccc3nc2n(-c2ccccc2Cl)c1=O	9	-5.4%
82	COCCn1c(C)cc(C(=O)COc2ccc(C)nc2[N+](=O)[O-])c1C	-3	1.1%
83	COc1cc(C(=O)Nc2ccc(Br)cc2C(=O)c2cc(OC)c(OC)c(OC)c2)cc(OC)c1OC	.	0.5%
84	Cc1cccc2cc(CN(Cc3ccccc3)C(=S)NCCCN(C)C)c(=O)[nH]c12	45	-4.0%
85	O=[N+]([O-])c1ccc(N/N=C/c2ccccc2)cc1	-6	-2.5%
86	CCCCCCN1C=CC=C/C1=C\C=C(C#N)C#N	-1	1.5%
87	Oc1oc(-c2ccccc2)nc1/C=N/c1nccs1	-8	2.5%
88	O=C(c1ccc(CS(=O)(=O)c2ccc(Br)cc2)o1)N1CCCCCC1	8	1.5%
89	COc1ccc2nc(/N=C/c3c(C)[nH]n(-c4ccc(C)cc4C)c3=O)sc2c1	29	-2.2%
90	CN(C)C(=O)C(CCN1CCC(O)(c2ccc(Cl)cc2)CC1)(c1ccccc1)c1ccccc1	.	-11%
91	COC(=O)c1ccc(OC)cc1OCC(=O)N1CCN(c2ccc(F)cc2)CC1	4	-6.5%
92	COc1ccc(OC)c(NC(=S)N2CCN(c3ccccn3)CC2)c1	0	-0.7%
93	CCOC(=O)c1cnn(-c2cc(C)cc(C)c2)c1N	?	2.1%
94	COc1ccc(C(=O)C2CCCN(Cc3cccn3-c3ccccn3)C2)c(C)c1 (stereo unspecified)	2	0.5%
95	CC(CNC(=O)C(=O)NC(C)CCc1ccccc1)Cc1ccccc1 (stereo unspecified)	.	-4.3%
96	CNc1cnn(-c2ccc(C)cc2)c(=O)c1Cl	.	-1.7%
97	CCN(CCCNC(=O)COc1cc(=O)n(CC)c2ccccc12)c1ccccc1	.	3.0%
98	CC(C)(C)NC(=O)CN1CCC(O)(c2ccccc2)CC1	0	4.8%
99	COc1ccc(N(CC(=O)Nc2cccc(C)c2C)S(=O)(=O)c2c(C)n[nH]c2C)cc1	.	3.2%
100	O=C(NNC(=O)c1sccc1-n1cccc1)Nc1ccc(F)cc1	4	7.0%
101	O=C(c1ccccc1Cl)N1CCc2ccccc2C1	-11	0.8%
102	COc1ccc(-c2c(C)oc3c(CN4CCCCC4C)c(O)ccc3c2=O)cc1OC (stereo unspecified)	.	5.3%
103	COc1ccc(/C=N/NC(=O)CCc2ccccc2)cc1O	.	-1.6%
104	O=C(COC(=O)CC1CC2CCC1C2)Nc1c(F)cccc1F (stereo unspecified)	-9	8.0%
105	O=C1NC(=S)S/C1=C\c1coc2ccc(O)cc2c1=O	7	112µM*
106	O=C(CN1c2cccc3cccc(c23)S1(=O)=O)NCc1ccc2c(c1)OCO2	-7	-4.6%
107	Cc1cc(C)nc(N2CCCC(C(=O)NCc3cccs3)C2)n1 (stereo unspecified)	-3	-1.7%
108	Cc1ccc2c(c1)N(C(C)C(=O)NCCc1ccccc1)C(=O)CO2 (stereo unspecified)	10	0.4%
109	O=C(c1cccc(C(F)(F)F)c1)N1CCc2c([nH]c3ccccc23)C1C(F)(F)F (stereo unspecified)	20	-3.2%
110	Cc1ccc(C)c(NC(=O)/C(C#N)=C/c2ccc(Sc3nncn3C)c([N+](=O)[O-])c2)c1	-11	1.6%
111	CCN(CC)c1ccc(/C=N/NC(=O)c2ccoc2C)c(O)c1	-6	0.6%
112	COc1ccc(/C(N)=N/OC(=O)CCc2ccccc2)cc1	-8	2.9%
113	Cc1ccc(-c2ccc(=O)[nH]n2)cc1	4	.
114	Nc1ccc(O)c2c1C(=O)c1ccccc1C2=O	-8	8.4%
115	COc1ccc(NC(=O)c2noc3c2CCC3)cc1	-2	5.6%
116	Cc1cc(C(=O)COc2ncnc3sccc23)c(C)n1C1CC1	-1	5.7%
117	O=C(Cn1cnc2c(nnn2Cc2ccc(Cl)cc2)c1=O)NCc1ccco1	5	-1.0%
